High-throughput results: PubChem BioAssay, The Scripps Research Institute Molecular Screening Center
M4 antag: human M4 muscarinic receptor antagonists, primary screen, CHO cells, Fluo-8 calcium fluorescence | AID 624125, 2012 | inhibition, % at 3 µM | CHO-hM4 cells, ACh EC80 | actives 0.73% (n = 360,000) | Muscarinic acetylcholine receptor M4 (Homo sapiens), P08173;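 active = inhibition above its plate's cutoff, the mean inhibition of sample wells plus 3 SD, cut at about 27% in these data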;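 note: 0% = acetylcholine EC80 with DMSO and 100% = DMSO without agonist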
Target sequence (P08173 whole entry, looked up): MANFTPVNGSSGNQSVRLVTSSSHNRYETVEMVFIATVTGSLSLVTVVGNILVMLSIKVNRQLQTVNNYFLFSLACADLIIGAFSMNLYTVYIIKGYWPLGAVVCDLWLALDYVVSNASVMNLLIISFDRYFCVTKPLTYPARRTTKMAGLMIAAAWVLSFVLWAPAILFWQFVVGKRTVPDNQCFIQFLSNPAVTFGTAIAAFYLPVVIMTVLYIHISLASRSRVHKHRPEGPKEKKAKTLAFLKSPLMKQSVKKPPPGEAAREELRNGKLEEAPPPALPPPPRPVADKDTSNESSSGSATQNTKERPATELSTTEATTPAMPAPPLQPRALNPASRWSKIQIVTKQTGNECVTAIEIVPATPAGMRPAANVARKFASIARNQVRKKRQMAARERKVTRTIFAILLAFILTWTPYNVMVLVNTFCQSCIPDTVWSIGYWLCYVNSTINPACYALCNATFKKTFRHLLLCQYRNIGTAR
CHRM1 PAM: human M1 muscarinic receptor positive allosteric modulators, primary screen, CHO-K1 cells, Fluo-8 calcium fluorescence, 1536-well | Muscarinic acetylcholine receptor M1 (Homo sapiens), P11229 | CHO-K1 hM1, ACh EC20; 0% = ACh EC20, 100% = maximal ACh | activation, % at 3 µM | actives 0.088% (n = 360,000) | AID 588819, 2011; in the data active = activation above about 19%, passing the limit was not always enough
CHRM5 agonist: human M5 muscarinic receptor agonists, primary screen, CHO-K1 cells, Fluo-8 calcium fluorescence; Muscarinic acetylcholine receptor M5 (Homo sapiens), P08912; CHO-K1 hM5 cells; 0% DMSO wells, 100% maximal acetylcholine response; activation, % at 3 µM; actives 0.19% (n = 360,000);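 active = activation above the run's mean over test compounds plus 3 SD, cut at about 23% in these data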;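 note: signal is peak over basal fluorescence ratio across the kinetic read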
M5 PAM: human M5 muscarinic receptor positive allosteric modulators, primary screen, CHO-K1 cells, Fluo-8 calcium fluorescence | Muscarinic acetylcholine receptor M5 (Homo sapiens), P08912 | CHO-K1 hM5, ACh EC20 PAM; 0% = ACh EC20, 100% = ACh EC100 | activation, % at 3 µM | actives 0.3% (n = 360,000);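 active = activation above the run cutoff, the mean activation of all test compounds plus 3 SD, cut at about 18% in these data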
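System: CHO-K1 hM5 cells. Reagent: acetylcholine, EC20 level. Compound dosing: single dose, 3 µM nominal final test concentration. Timing: Post-acetylcholine fluorescence recording 140 s. Detection: Fluo-8 calcium fluorescence. Read-out: % activation, ACh-normalized. Benchmarks: ACh EC20 and EC100 wells. Repeats: singlicate, one well per test compound.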
M4 ag: human M4 muscarinic receptor agonists, primary screen, CHO-K1 cells, Fluo-8 calcium fluorescence; Muscarinic acetylcholine receptor M4 (Homo sapiens), P08173; actives 0.14% (n = 360,000); CHO-K1 hM4/Gqi5; vehicle 0%, full acetylcholine response 100%; activation, % at 3 µM;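 active = activation above the run mean over all test wells plus 3 SD, cut at about 32% in these data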;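 note: peak over basal fluorescence ratio per well then scaled between controls; 0% = DMSO wells and 100% = acetylcholine at EC100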
TAAR1 agonist: human TAAR1 agonists, primary screen, Fluo-8 calcium fluorescence, CHO RD-HGA16 cells. actives 0.99% (n = 360,000). Trace amine-associated receptor 1 (Homo sapiens), Q96RJ0. vehicle wells 0%, saturating PEA agonist 100%. activation, % at 3 µM. AID 624467, 2012;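 active = activation above the mean activation of all test compounds in the run plus 3 SD, cut at about 38% in these data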
Target sequence (Q96RJ0 whole entry, looked up): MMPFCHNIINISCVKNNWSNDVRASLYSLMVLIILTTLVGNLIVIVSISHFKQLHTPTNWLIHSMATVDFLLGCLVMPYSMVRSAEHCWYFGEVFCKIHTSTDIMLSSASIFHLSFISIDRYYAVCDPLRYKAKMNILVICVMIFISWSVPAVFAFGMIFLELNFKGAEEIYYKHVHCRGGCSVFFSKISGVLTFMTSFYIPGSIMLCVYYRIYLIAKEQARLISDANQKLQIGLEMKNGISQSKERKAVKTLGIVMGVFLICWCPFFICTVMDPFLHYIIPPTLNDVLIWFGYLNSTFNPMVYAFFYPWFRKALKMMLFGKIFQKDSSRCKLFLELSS
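Test system: RD-HGA16 (CHO) cells co-expressing Gα16 and hTAAR1; dosing: one-point dosing at 3 µM (nominal); timing: 17-24 h seeding, 75 min 37 °C dye, 30 min RT; signal: kinetic Fluo-8 calcium fluorescence; read-out basis: % activation relative to PEA EC100 response; controls: DMSO and PEA EC100; replicates: n 1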
CHRM1 agonist: human M1 muscarinic receptor agonists, primary screen, Fluo-8 calcium fluorescence, CHO-K1 cells, HTS. activation, % at 3 µM. actives 0.33% (n = 360,000). CHO-K1 hM1, agonist mode; 0% DMSO, 100% acetylcholine EC100. AID 588814, 2011;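 active = activation above the run's mean compound activation plus 3 SD, cut at about 16% in these data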;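 note: peak over basal fluorescence ratio within a 140 s kinetic read after compound addition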
M1 antag: human M1 muscarinic receptor antagonists, primary screen, CHO-K1 cells, Fluo-8 calcium fluorescence, 1536-well; CHO-K1 hM1, ACh EC80 antagonist; inhibition, % at 3 µM; actives 1.3% (n = 360,000); Muscarinic acetylcholine receptor M1 (Homo sapiens), P11229;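 active = percent inhibition above its own plate's cutoff, namely the mean of that plate's compound wells plus 3 SD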;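 note: peak over basal fluorescence ratio during 140 s after agonist addition; 0% = ACh EC80 plus DMSO and 100% = DMSO alone without agonist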
CHRM5 antagonist: human M5 muscarinic receptor antagonists, primary screen, CHO cells, Fluo-8 calcium fluorescence; Muscarinic acetylcholine receptor M5 (Homo sapiens), P08912; CHO-hM5 cells, ACh EC80; inhibition, % at 3 µM; actives 0.59% (n = 360,000); AID 624040, 2012;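 active = inhibition above a per-plate cutoff, the mean of that plate's test compounds plus 3 SD, cut at about 27% in these data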;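 note: 0% = acetylcholine EC80 with DMSO and 100% = DMSO without agonist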
* = called active by the depositor; nt = not tested or not shown. An excerpt; rates above refer to the full screens.

SMILES	M4 antag	CHRM1 PAM	CHRM5 agonist	M5 PAM	M4 ag	TAAR1 agonist	CHRM1 agonist	M1 antag	CHRM5 antagonist
CCCCc1ccc(N=N/C(C(=O)Nc2ccccc2OC)=C(/C)O)cc1	-7.5	5.9	-4.2	8.5	1.6	1.4	-5.8	-9.4	-1.4
CN(C(=O)c1ccc(N2CCCCC2)c([N+](=O)[O-])c1)C1CCS(=O)(=O)C1 (centres undefined)	-3.2	5.4	1.6	-0.6	1.1	0.1	-0.2	-6.6	16.5
CN(Cc1ccccc1F)C(=O)c1cccc(NC(=O)CC2SC(N3CCCCC3)=NC2=O)c1 (centres undefined)	0.2	-7.4	1.1	-10.2	1.8	0.3	-4.1	10.2	9.5
COc1ccc(C)cc1NC(=O)NC1CCCCCCC1	4.0	7.9	-3.5	-2.0	-2.1	-2.4	-6.8	-12.7	-1.2
COc1cc(NC(=S)NC(=O)c2cc(C)cc(C)c2)ccc1NC(=O)c1cccs1	4.2	4.2	-0.2	-0.6	0.8	-2.3	-3.8	-11.2	-9.4
CCOC(=O)C1=C(C)OC(=Cc2ccccc2)C1=O	-6.9	5.2	1.0	-4.0	1.7	0.5	0.5	-11.8	7.4
O=C(c1ccc2c(=O)n3c(nc2c1)CCCCC3)N1CCN(C(c2ccccc2)c2ccccc2)CC1	63.8*	-33.9	-7.2	-13.1	0.6	7.9	-14.3	78.9*	-3.7
N=C(N)N1CCc2ccccc21	-6.4	8.2	-10.7	-1.1	-0.2	11.6	-3.8	-8.1	13.6
CC[n+]1c(/C=C/N(C)c2ccccc2)n(-c2ccccc2)c2ccc(-c3nc4ccccc4s3)cc21	57.6*	-29.6	-20.7	-25.6	7.1	nt	-5.7	97.8*	5.9
O=C(Nc1nccs1)C(=O)c1c[nH]c2ccccc12	-4.8	0.1	1.8	-7.5	5.2	12.8	0.3	-25.8	-3.1
COc1ccccc1/C=C/C(=O)N1CCc2cc(OC)c(OC)cc2C1C (centres undefined)	7.4	-4.5	-2.7	7.7	1.3	0.3	-4.0	10.2	-2.3
CCC(Cc1ccccc1)NC(=O)CN(C)S(=O)(=O)c1ccc2c(c1)c(=O)n(C)c(=O)n2C (centres undefined)	5.5	6.3	-0.9	-2.6	4.6	13.3	-7.5	-6.7	5.2
CCOC(=O)C1=C(O)C(=O)N(c2ccc(S(N)(=O)=O)cc2)C1c1cccc([N+](=O)[O-])c1 (centres undefined)	-7.2	9.7	3.7	10.1	-0.6	0.5	-1.4	-19.0	-7.2
O=C(CCCC(=O)OCC(F)(F)C(F)F)Nc1ccc(NC(=O)CCCC(=O)OCC(F)(F)C(F)F)cc1	15.9	2.8	0.0	-4.7	1.4	7.5	-3.9	6.6	10.9
N#C/C(=C\c1cccc(Cl)c1)c1n[nH]c(Cn2cncn2)n1	-3.0	5.7	-0.6	2.2	0.8	7.6	-1.8	-8.1	-6.3
COc1ccc(N2CCC(CNC(=S)Nc3c(C)cccc3C)C2)cc1 (centres undefined)	-9.2	-4.8	-9.4	-3.8	1.9	3.0	-4.6	2.3	10.6
Cc1cccc(C(=O)Nc2nnc(Cc3ccccc3)s2)c1	-7.5	-0.1	0.8	9.7	-1.1	5.9	-0.4	-2.5	0.2
COc1ccccc1CNC(=O)COC(=O)Cc1ccc(F)cc1	-2.8	8.0	-3.8	8.6	0.2	1.5	0.3	-6.9	0.6
Cc1nc(SCc2cccc(C(=O)O)c2)nc2c1CCCC2	1.0	7.5	-1.1	12.5	2.6	2.5	-6.5	-1.1	-4.1
Nc1nc(SCc2cccnc2)c2ncn(C3OC(CO)C(O)C3O)c2n1 (centres undefined)	-7.3	-0.5	0.6	2.9	2.1	1.2	1.3	-4.8	9.4
CC1Cc2ccccc2N1C(=O)c1ccc2snnc2c1 (centres undefined)	-5.7	3.5	-5.6	4.6	-0.9	2.9	-9.8	-12.0	-6.4
CN1CC(=O)N/C1=N\C(=O)Nc1ccc2c(c1)N(C)C(=O)CS2	-5.5	-3.6	2.4	5.4	0.7	-0.2	-2.4	1.9	-2.9
C/C(=N\NS(=O)(=O)c1ccc(C)c([N+](=O)[O-])c1)c1cccs1	2.9	7.5	-3.8	-0.9	-0.3	7.0	-6.4	-12.7	3.2
C[C@H]1CN(S(=O)(=O)c2c(F)cccc2F)CCN1S(=O)(=O)c1ccc2c(c1)OCCO2	-19.0	7.3	-5.2	-18.6	12.4	4.0	0.4	-23.8	4.4
CCCCC1=NN2CCS(=O)(=O)N=C2S1	5.9	9.6	3.5	2.8	0.2	-0.4	-1.0	-10.1	2.3
COCCCNC(=S)N1CCN(c2ccccc2)CC1	1.2	3.2	-0.7	0.7	1.1	-0.1	-6.1	-6.5	2.2
O=C(CCCc1nc(-c2ccccc2Cl)no1)NC1CCCC1	-8.5	-0.9	3.9	-3.3	4.9	3.7	-0.4	5.8	12.1
Cc1ccc(NC(=O)C2CCCCC2C(=O)O)cc1Cl (centres undefined)	-12.4	3.0	1.9	1.1	1.9	7.4	-0.1	0.6	7.3
CC(C)CC(=O)Nc1ccc(C(=O)CN2CCC(C)CC2)cc1	-6.4	9.6	-2.9	4.6	1.7	7.0	-15.6	-2.3	-7.3
O=C(NCc1ccncc1)c1ccc(Cn2cc(C(F)(F)F)ccc2=O)cc1	6.4	-14.3	-2.0	-2.3	0.2	0.4	-7.1	7.0	4.3

Ordered by formula weight (descending): three of the compounds above.
SMILES	M4 antag	CHRM1 PAM	CHRM5 agonist	M5 PAM	M4 ag	TAAR1 agonist	CHRM1 agonist	M1 antag	CHRM5 antagonist
O=C(NCc1ccncc1)c1ccc(Cn2cc(C(F)(F)F)ccc2=O)cc1	6.4	-14.3	-2.0	-2.3	0.2	0.4	-7.1	7.0	4.3
C/C(=N\NS(=O)(=O)c1ccc(C)c([N+](=O)[O-])c1)c1cccs1	2.9	7.5	-3.8	-0.9	-0.3	7.0	-6.4	-12.7	3.2
Cc1cccc(C(=O)Nc2nnc(Cc3ccccc3)s2)c1	-7.5	-0.1	0.8	9.7	-1.1	5.9	-0.4	-2.5	0.2

Later entries:
SMILES	M4 antag	CHRM1 PAM	CHRM5 agonist	M5 PAM	M4 ag	TAAR1 agonist	CHRM1 agonist	M1 antag	CHRM5 antagonist
CCCC12CN3CC(C)(CN(C1)C3c1ccc3c(c1)OCO3)C2=O (centres undefined)	2.2	9.0	-3.4	-0.8	-0.8	13.6	1.4	-9.5	-5.0
O=C(c1ccc(F)cc1)N(c1ccccn1)C1CCCCC1	1.9	-5.7	-1.0	-11.8	13.7	-1.5	-4.5	11.9	10.5
Cc1ccccc1NC(=O)CCNS(=O)(=O)c1ccc2[nH]c(=O)oc2c1	6.3	7.0	-2.4	-3.9	2.3	1.4	-3.2	-15.6	11.0
CN(Cc1ccccc1)C(=O)COC(=O)CCC(=O)c1ccc(Cl)cc1	0.8	2.6	4.0	-7.1	7.5	2.0	0.8	-8.5	16.7
CCOC(=O)N1CCN(C(=O)NC2CCCCC2)CC1	-1.2	1.4	-6.0	-6.7	0.1	5.9	-3.3	1.8	-4.9
Cc1ccc(C)c(OCCOCCN2CCOCC2)c1	-2.6	2.7	-2.8	-4.1	-0.5	3.9	-8.7	2.2	11.5
Cc1ccc(N2CC(C(=O)Nc3ccccc3C(=O)NC3CCCCC3)CC2=O)cc1C (centres undefined)	-12.9	4.7	-1.4	0.2	1.0	6.6	-4.4	-8.3	-6.2
Cc1ccc(-c2nnc(C)c(N3CC(C)OC(C)C3)n2)cc1 (centres undefined)	-7.0	6.0	0.1	-3.0	0.0	4.4	-3.4	-14.9	4.8
Cc1sc2ncnc(N(C)C3CCCCC3)c2c1C	-9.8	13.5	-0.7	-0.4	-0.4	0.9	-2.0	-19.1	2.8
CC1CCCCN1S(=O)(=O)c1ccc(C(=O)Nc2nnc(-c3ccco3)o2)cc1 (centres undefined)	7.6	0.0	-1.7	-2.6	-0.2	0.8	-2.1	-5.2	7.2
O=C(CC1CC2CCC1C2)OCC(=O)c1c[nH]c2ccccc12 (centres undefined)	-14.8	-3.6	-1.4	4.1	3.7	8.9	-1.7	-10.2	-8.4
CCOC(=O)C=Nc1c(N)n(C)c(=O)n(C)c1=O	2.4	-1.0	3.1	3.5	0.3	0.0	-4.7	7.4	0.0
O=C1NC[C@H](CCCCN2C[C@H](Cc3ccccc3)N(Cc3ccccc3)C(=O)C2=O)N(CCc2ccccc2)C1=O	7.2	nt	1.0	-3.8	0.0	6.6	nt	nt	4.9
Cc1cc(C(=O)COC(=O)c2ccc(O)cc2O)c(C)n1-c1ccc(OC(F)F)cc1	-1.3	-10.8	3.2	-16.2	7.7	0.5	0.9	27.1	15.2
O=C(CCN1C(=O)/C(=C/c2ccc3c(c2)OCO3)SC1=S)NNC(=O)c1cccnc1	-3.4	9.6	0.4	2.8	1.5	1.2	3.4	-5.5	-7.9
CN1C(N)=NC(=O)/C1=C/c1ccc(F)cc1	3.8	9.5	-0.9	2.2	0.5	1.9	-2.9	-11.9	-2.2
O=C(COC(=O)C(Cc1ccccc1)NC(=O)c1ccc(Cl)cc1)c1ccc(Cl)cc1 (centres undefined)	-10.6	-14.4	-4.4	-4.9	-0.5	3.2	-11.7	-2.2	9.0
COc1ccc(CC(=O)NCc2ccco2)cc1OC	-3.7	0.1	1.7	-6.1	0.1	1.2	-3.2	18.1	9.4
CC(C)C(c1nnnn1C1CCCCC1)N1CCCc2ccccc21 (centres undefined)	3.5	7.1	-1.7	2.4	-0.4	3.8	-3.2	-5.9	0.1
O=C(OCCCOC(=O)c1cc[n+]([O-])cc1)c1cc[n+]([O-])cc1	-8.7	25.9*	-1.4	16.6	1.7	3.1	2.5	-5.9	-23.1
CCc1ccc(OCCCCN(C)Cc2ccccc2)cc1	29.6*	-22.8	-15.1	-5.8	1.1	12.7	-7.5	33.5*	17.9
O=S(=O)(c1ccccc1)N1CCN(c2cc(-c3ccccc3)nc3ncnn23)CC1	-7.4	2.0	2.5	-0.6	5.1	16.3	-1.2	-0.3	-6.7

Copied from the list:
CHRM1 PAM with O=S(=O)(c1ccccc1)N1CCN(c2cc(-c3ccccc3)nc3ncnn23)CC1 → 2.0
CHRM1 agonist with O=C(OCCCOC(=O)c1cc[n+]([O-])cc1)c1cc[n+]([O-])cc1 → 2.5
TAAR1 agonist with CC(C)C(c1nnnn1C1CCCCC1)N1CCCc2ccccc21 (centres undefined) → 3.8
M5 PAM with COc1ccc(CC(=O)NCc2ccco2)cc1OC → -6.1
CHRM5 agonist with CCc1ccc(OCCCCN(C)Cc2ccccc2)cc1 → -15.1
